From PubChem BioAssay
KCNQ1 pot: potentiators or activators of KCNQ1 channel, primary screen, cell-based, thallium flux, high-throughput; CHO-K1 KCNQ1, thallium flux FluxOR fluorescence; hits give high values; B-score at 10 µM; actives 0.35% (n = 310,000);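 active means fluorescence ratio B-score, a plate-corrected score, at least three library SD, with initial intensity B-score within 5 SD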
Target sequence (P51787 whole entry, looked up): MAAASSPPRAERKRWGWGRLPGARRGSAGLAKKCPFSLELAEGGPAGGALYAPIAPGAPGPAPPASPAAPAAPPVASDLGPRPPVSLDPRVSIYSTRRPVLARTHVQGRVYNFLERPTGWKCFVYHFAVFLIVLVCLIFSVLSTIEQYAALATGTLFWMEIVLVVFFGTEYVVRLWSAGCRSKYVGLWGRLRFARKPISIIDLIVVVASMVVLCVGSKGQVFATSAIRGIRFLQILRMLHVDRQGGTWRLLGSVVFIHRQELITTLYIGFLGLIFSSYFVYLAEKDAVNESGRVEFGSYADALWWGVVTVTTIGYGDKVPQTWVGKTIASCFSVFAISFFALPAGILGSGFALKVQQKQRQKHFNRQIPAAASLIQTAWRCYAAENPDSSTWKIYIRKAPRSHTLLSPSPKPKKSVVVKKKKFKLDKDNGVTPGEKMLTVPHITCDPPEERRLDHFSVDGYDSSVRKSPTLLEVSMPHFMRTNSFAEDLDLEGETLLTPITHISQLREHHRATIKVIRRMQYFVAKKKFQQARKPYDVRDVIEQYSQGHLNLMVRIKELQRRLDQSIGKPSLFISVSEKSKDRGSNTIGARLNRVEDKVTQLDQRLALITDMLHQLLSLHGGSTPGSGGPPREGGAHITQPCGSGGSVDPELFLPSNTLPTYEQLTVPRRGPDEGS
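System: Stable KCNQ1 CHO-K1 line | Incubation: 90 min dye loading and 20 min compound exposure, both at room temperature | Measure: Ratio B score | Medium: Assay buffer for compound exposure, DMSO matched across wells | Compound dosing: Single-concentration screen | Probe or stimulus: K+/Tl+ depolarizing stimulus | Measured by: Kinetic FluxOR fluorescence, 10 s baseline plus 110 s post-stimulus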
HDAC3 inhib: HDAC3 deacetylase inhibitors, primary screen, biochemical, fluorescence, cell-free homogeneous | Histone deacetylase 3 (Homo sapiens), O15379 | actives 0.15% (n = 320,000) | recombinant HDAC3, fluorogenic peptide/trypsin coupled | inhibition, % at 8.3 µM; in the data active means inhibition above about 26%, passing the limit was not always enough; inconclusive means no clear call, values can overlap the other calls
SKKanGAS inh: S. pyogenes SKKanGAS growth inhibitors in kanamycin, primary screen, streptokinase expression inhibitor project, SKKanGAS strain, BacTiter-Glo luminescence; 6 h; inhibition, % at 7.5 µM; actives 1.3% (n = 300,000);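 active means mean replicate score, as percent of positive control median, at least 50; inconclusive means mean below 50 but one replicate at or above 50; inactive means mean and every replicate below 50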;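 further: strain carries kanamycin resistance gene driven by streptokinase promoter and grows in 40 µg/ml kanamycin; loss of luminescence reflects streptokinase promoter inhibition or plain growth inhibition; 0% = median of DMSO wells and 100% = positive control at its reference dose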
hERG rescue: hERG rescue from dofetilide block, primary screen, cell-based, CHO-hERG, FluxOR thallium flux, dofetilide IC70; Voltage-gated inwardly rectifying potassium channel KCNH2 (Homo sapiens), Q12809; dofetilide IC70 present; activation (rescue from dofetilide block), less the hit threshold, % at 10 µM; actives 0.51% (n = 310,000); AID 1511, 2009;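 active means activation above the mean of controls blocked by dofetilide plus 5 SD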;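 further: thallium influx through hERG after potassium depolarization seen as dye fluorescence rise; in these data hits start at about 4.7%; inactives centre near -7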
KCNQ1 block: inhibitors of human KCNQ1 channel, primary screen, cell-based, thallium flux, high-throughput. CHO-K1 KCNQ1, FluxOR thallium flux fluorescence; hits give high values. B-score at 10 µM. actives 1.3% (n = 310,000). AID 2642, 2010. Potassium voltage-gated channel subfamily KQT member 1 (Homo sapiens), P51787;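 active means compounds whose thallium flux B-score, printed positive for inhibition, exceeds three library SD while starting fluorescence stays within three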;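 further: channel opened by potassium depolarization with thallium stimulus after 20 min compound exposure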
ANO1 block: TMEM16A chloride channel inhibitors, primary screen, cell-based, HTS | Anoctamin-1 (Mus musculus), Q8BHY3 | HEK293 TMEM16A/YFP iodide influx fluorescence, ionomycin | normalized B-score (activity score, 25-100; higher = stronger inhibition) at 10 µM | actives 1.2% (n = 310,000) | AID 588511, 2011;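 active means ratio plate-corrected score three or more library SD toward inhibition, starting fluorescence score within five deviations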;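 further: score derived from kinetic fluorescence span divided by baseline fluorescence per well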
RGS4 pot: RGS4 potentiators or activators, primary screen, cell-based, HEK293 M3R inducible RGS4, calcium flux | carbachol calcium flux Fluo4; hits give low values | B-score at 10 µM | actives 0.92% (n = 310,000) | AID 463111, 2010;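 active means B-score of the integrated calcium signal more than 4 SD below the library mean, with starting fluorescence not abnormally high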;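 further: negative B-score means reduced calcium response which marks RGS4 activation or potentiation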
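System – HEK293 FlpIn-TREx cells, stable M3R, doxycycline-inducible RGS4 · Reagent – ECmax carbachol challenge · Times – compound preincubation 20 min at room temperature before agonist · Technique – Fluo4 fluorescence kinetic imaging of calcium · Measure – B score of integrated Fluo4 ratio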
RGS4 inh: RGS4 inhibitors, primary screen, cell-based, HEK293 M3R inducible RGS4, calcium flux; Fluo-4 calcium flux; hits give high values; triggered by carbachol at its EC20; B-score at 10 µM; actives 0.45% (n = 310,000); AID 463165, 2010;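 active means B-score, a plate-corrected calcium signal, over three deviations above library mean, with baseline fluorescence within five deviations of library mean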;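 further: RGS4 expression induced by doxycycline in cells with stable M3 receptor; B-score is computed from the integrated fluorescence ratio over baseline after carbachol; higher B-score means a larger calcium signal and so more RGS4 inhibition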
KCNK9 inh: KCNK9 potassium channel inhibitors, primary screen, HEK293 cells, thallium flux. Potassium channel subfamily K member 9 (Homo sapiens), Q9NPC2. FluxOR thallium flux fluorescence; hits give low values. B-score at 10 µM. actives 1.2% (n = 310,000). AID 488922, 2010;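 active means ratio B-score over 3 SD below the library mean, with starting fluorescence within 5 SD of its mean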;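 further: negative B-score means less thallium flux so channel inhibition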
KCNK3 inh: human KCNK3 channel inhibitors, primary screen, CHO cells, FluxOR thallium flux, B-score | FluxOR fluorescence; hits give low values | B-score at 10 µM | actives 0.84% (n = 340,000) | AID 602410, 2012;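 active means B-score under library mean minus 4 SD, starting fluorescence ratio at most library mean plus 5 SD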;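 further: more negative B-score means stronger inhibition of thallium flux through KCNK3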
Target sequence (O14649 whole entry, looked up): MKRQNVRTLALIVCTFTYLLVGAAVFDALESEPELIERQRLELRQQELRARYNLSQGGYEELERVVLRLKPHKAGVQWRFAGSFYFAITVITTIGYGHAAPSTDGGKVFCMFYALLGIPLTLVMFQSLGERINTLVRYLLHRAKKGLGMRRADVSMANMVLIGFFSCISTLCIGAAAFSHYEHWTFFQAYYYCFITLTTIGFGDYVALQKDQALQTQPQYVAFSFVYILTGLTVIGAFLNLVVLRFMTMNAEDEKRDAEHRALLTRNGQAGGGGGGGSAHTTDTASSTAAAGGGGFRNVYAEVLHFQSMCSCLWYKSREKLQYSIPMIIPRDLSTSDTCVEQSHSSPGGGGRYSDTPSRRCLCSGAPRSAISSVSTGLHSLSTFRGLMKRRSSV
ANO1 activ: TMEM16A chloride channel activators or potentiators, primary screen, cell-based, HTS; actives 0.3% (n = 340,000); B-score at 10 µM; HEK293 TMEM16A/YFP-H148Q/I152L, iodide quench fluorescence; hits give low values;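 active means fluorescence-ratio B-score plate-corrected deviation score at least 3 library SD below zero, with starting fluorescence score within 5 deviations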;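 further: channel opened by trigger with iodide after compound preincubation; score built on the fluorescence ratio of max minus min over baseline; more negative score means more quench and so TMEM16A activation or potentiation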
The depositor's hits bear a star; i = inactive; ? = inconclusive; · = no result given. Compounds were not picked by outcome (roughly 6.3% active in at least one column).

SMILES	KCNQ1 pot	HDAC3 inhib	SKKanGAS inh	hERG rescue	KCNQ1 block	ANO1 block	RGS4 pot	RGS4 inh	KCNK9 inh	KCNK3 inh	ANO1 activ
CCn1cc(C(=O)Nc2cccc(C(=O)OC)c2)c(=O)c2ccc(C)nc21	i	-5	3	1	i	i	i	i	i	i	i
COc1ccc(CCN(C)C(=O)COc2ccc(C(=O)c3ccccc3)cc2)cc1OC	i	5	14	-10	i	i	i	i	i	i	i
COc1cccc(C(=O)COC(=O)c2n[nH]c(=O)c3ccccc23)c1	i	-3	-13	-5	i	i	i	i	i	i	i
COc1cnn(-c2ccccc2)c(=O)c1SCc1ccc(Cl)cc1Cl	i	8	29	-7	i	i	i	i	i	i	i
CCOc1cc(C(C(=O)NCC2CCCO2)N(C(=O)Cn2nnc3ccccc32)c2ccc(OC)c(OC)c2)ccc1O (stereo not drawn)	i	4	-1	-3	i	i	i	i	i	i	i
CCc1nc(SCc2ccccn2)[nH]c(=O)c1C	i	1	1	-11	i	i	i	i	i	i	i
COc1cccc(N2CCN(C(c3ccccn3)c3nnnn3C(C)(C)C)CC2)c1 (stereo not drawn)	i	1	-3	-8	i	i	i	i	i	i	i
Cc1nn(C(C)(C)C)c(C)c1/C=N/OC(=O)Nc1ccc(Cl)cc1	i	5	-4	-15	7*	i	i	i	i	i	i
COc1ccc(Cl)cc1NC(=O)CN1CCC(n2nnc3ccccc32)CC1	i	3	18	-10	i	i	i	i	i	i	i
O=C(c1cc(-c2cccs2)nc2ccccc12)N1CCN(c2ccccc2O)CC1	i	3	68*	-38	i	i	i	i	i	i	i
COc1cccc(-c2cn3nc(C)c(C)nc3n2)c1	i	0	5	-15	i	i	i	i	i	i	i
CC(C)NC(=O)c1onc(CSc2ccncc2)c1C(=O)NC(C)C	i	-12	-4	-8	i	i	i	i	i	i	i
O=C(N/C(=C/c1ccco1)C(=O)N1CCCCCC1)c1cccs1	i	1	4	-12	i	i	i	i	i	i	i
CCN(CC)C(=O)c1cccc(-c2ccc(OC)cc2)c1	i	2	-5	-9	i	i	i	i	i	i	i
O=C(CS(=O)(=O)c1ccccc1)Nc1nnc(C(F)(F)F)s1	i	-2	13	-6	i	i	i	i	i	i	i
Cc1nn(Cc2ccc(Cl)cc2Cl)c(Cl)c1/C=N/NC(=O)CNc1cccc(C(F)(F)F)c1	i	-9	2	-5	i	i	i	i	i	·	·
CC1(C)CC(=O)/C(=C(\O)c2ccccc2)C(=NCCc2ccccc2)C1	i	4	-5	-3	i	i	i	i	i	i	i
C=CCNC(=O)/C=C/c1ccc(C(C)C)cc1	i	3	-1	-8	i	i	i	i	i	i	i
CCOC(=O)CC1C(=O)NCCN1C(=O)c1cc2c(=O)n3cccc(C)c3nc2s1 (stereo not drawn)	i	-60	1	-8	i	i	i	i	i	i	i
COc1ccc(NC(=O)CSc2c(C)nn(-c3nnc(C)c(=O)[nH]3)c2C)cc1	i	-2	1	-7	i	i	i	i	i	i	i
CC(=O)NCCC(=O)Nc1ncc(S(=O)(=O)c2ccc([N+](=O)[O-])cc2)s1	i	-1	0	-15	i	i	i	i	i	i	i
COc1cc(C)nc(N2CCCC(C(=O)Nc3cc(Cl)ccc3OC)C2)n1 (stereo not drawn)	i	3	2	-7	i	25*	i	i	-6.8*	i	i
COc1ccc(NC(=O)/C=C/c2ccccc2[N+](=O)[O-])c(OC)c1	i	1	1	-8	i	i	i	i	i	i	i
Cc1cc(C(C)(C)C)ccc1OCCOCCN1CCCC1	i	-3	7	-6	i	i	i	i	i	i	i
Nc1nnc(CCOc2ccccc2Cl)s1	i	-1	2	-10	i	i	i	i	i	i	i
NC(=O)c1c(NC(=O)C(=O)N2CCOCC2)sc2c1CCCC2	i	-2	1	-9	i	i	i	i	i	i	i
O=C(Cc1nnc(NC(=O)Nc2ccccc2)s1)Nc1ccccc1	i	-4	-11	-8	i	i	i	i	i	i	i
Cc1ccccc1CN1C2=NCCCN2c2ccccc21	i	-2	0	-12	i	i	i	i	i	i	i
O=C(COC(=O)C1CCC(=O)N1)Nc1ccc(Oc2ccccc2)cc1 (stereo not drawn)	i	1	1	33*	i	i	i	i	i	i	i
CC(C)=C(C#N)c1nc2ccccc2s1	i	-3	-7	-3	i	i	i	i	i	i	i
Cc1nc2nc(-c3ccco3)nn2c(C)c1Cl	i	-49	-3	-12	i	i	i	i	i	i	i
C=CCNc1nc(NCc2ccccc2)c(C#N)c2c1CN(C)CC2	i	-10	-1	-14	i	i	i	i	i	i	i
Cc1nc2nc(C)c(NS(=O)(=O)c3ccc(Cl)s3)c(=O)n2[nH]1	i	3	-2	-7	i	i	i	i	i	i	i
CC(=O)c1cccc(S(=O)(=O)NC(C)C2CC3CCC2C3)c1 (stereo not drawn)	i	-2	15	-11	i	i	i	i	i	i	i
COc1ccc(S(=O)(=O)NCCCN2CCOCC2)cc1F	i	4	-3	-10	i	i	i	i	i	i	i
CCOc1ccc(C(=O)C(c2ccccc2)N2CCOCC2)cc1 (stereo not drawn)	i	3	1	-4	i	i	i	i	i	i	i
Nc1ccc(Br)cc1C(NCC(=O)O)c1ccccc1 (stereo not drawn)	i	-3	6	-1	i	i	i	i	i	i	i
O=C(NC1CCS(=O)(=O)C1)c1cccc(S(=O)(=O)N2CCOCC2)c1 (stereo not drawn)	i	-3	-9	-5	i	i	i	i	i	i	i
CC(C)(C)C(=O)O/N=C(\N)c1ccc(-c2csnn2)cc1	i	-11	6	-9	i	i	i	i	i	i	i
CC(SCC(=O)Nc1ccccc1)c1nc2ccccc2c(=O)[nH]1 (stereo not drawn)	i	-1	0	-13	i	i	i	i	i	i	i
CC(C)c1ccccc1NC(=O)COC(=O)c1ccc(Cl)c(S(=O)(=O)N2CCCCCC2)c1	i	-6	21	-5	i	i	i	i	i	i	i
COc1ccc2c(c1)c(C(=O)N/N=C/c1cccc(O)c1)c(C)n2C	i	2	1	-6	i	i	i	i	i	i	i
CCc1ccccc1NC(=O)CN(C)C(=O)CSc1nc2cc(Cl)ccc2s1	i	-8	-7	-6	i	i	i	i	i	i	i
O=C(NCC1CCN(Cc2ccccc2Cl)CC1)Nc1ccccc1F	i	5	-2	-5	i	i	i	i	i	i	i
COC(=O)C(CC(C)C)NC(=O)CNC(=O)c1ccccc1C (stereo not drawn)	i	?	-5	-3	i	i	i	i	i	i	i
CCN1C(=O)[C@H]2[C@@H](c3ccc(-c4ccc(Cl)c(Cl)c4)c(OC)c3)N[C@@](Cc3ccccc3)(C(=O)OC)[C@H]2C1=O	i	4	14	-10	i	i	i	i	i	i	i
CN(C)S(=O)(=O)c1ccc(S(=O)(=O)NC2CCOC(C)(C)C2)cc1 (stereo not drawn)	i	3	0	-8	i	i	i	i	i	i	i
COc1ccc2nc(SC)c(C#N)cc2c1	i	1	8	-8	i	i	i	i	i	i	i

Reprinted from the part before: 2 entries, then new ones.
SMILES	KCNQ1 pot	HDAC3 inhib	SKKanGAS inh	hERG rescue	KCNQ1 block	ANO1 block	RGS4 pot	RGS4 inh	KCNK9 inh	KCNK3 inh	ANO1 activ
CN(C)S(=O)(=O)c1ccc(S(=O)(=O)NC2CCOC(C)(C)C2)cc1 (stereo not drawn)	i	3	0	-8	i	i	i	i	i	i	i
COc1ccc2nc(SC)c(C#N)cc2c1	i	1	8	-8	i	i	i	i	i	i	i
CC1Nc2ncnc(N3CCN(c4ccccc4)CC3)c2N(Cc2ccc(Br)cc2)C1=O (stereo not drawn)	i	8	20	-16	i	i	i	i	-6.7*	i	i
Nc1ccc(Oc2ccc3nc(-c4ccccc4)c(-c4ccc([N+](=O)[O-])cc4)nc3c2)cc1	i	10	2	-8	i	i	i	i	i	i	i
COC(=O)c1cccnc1N1CCN(c2ccccc2F)CC1	i	3	-1	-13	i	i	i	i	i	i	i
O=P(c1ccccc1)(c1ccccc1)N(c1ccccc1)c1ccccc1	i	-2	-2	-4	7*	i	i	i	i	i	i
Cn1nc(C(=O)N2CCC(C(N)=O)CC2)c2c1-c1ccccc1SC2	i	0	-1	-13	i	i	i	i	i	i	i
COc1cccc(/C=N/Nc2cc(N3CCOCC3)ncn2)c1O	i	2	99*	-8	i	i	i	i	i	i	i
C/C=C(\C)C(=O)N1CCC(C(=O)c2ccccc2)CC1	i	-1	4	-3	i	i	i	i	i	i	i
CCOCCCNC(=S)NCCc1ccccc1	i	-3	2	-5	i	i	i	i	i	i	i
CC(=O)c1nc(N2C(=O)CC(Cc3ccccc3)C2=O)sc1C (stereo not drawn)	i	6	-4	-5	i	i	i	i	i	i	i
CCC1Oc2ccccc2N(CC(=O)NCCN2CCc3ccccc3C2)C1=O (stereo not drawn)	i	-1	3	-4	i	i	i	i	i	i	i

Compound profiles (already shown):
Listed for COc1cccc(/C=N/Nc2cc(N3CCOCC3)ncn2)c1O → KCNQ1 pot: i; HDAC3 inhib: 2; SKKanGAS inh: 99*; hERG rescue: -8; KCNQ1 block: i; ANO1 block: i; RGS4 pot: i; RGS4 inh: i; KCNK9 inh: i; KCNK3 inh: i; ANO1 activ: i
Listed for CC1Nc2ncnc(N3CCN(c4ccccc4)CC3)c2N(Cc2ccc(Br)cc2)C1=O (stereo not drawn) → KCNQ1 pot: i; HDAC3 inhib: 8; SKKanGAS inh: 20; hERG rescue: -16; KCNQ1 block: i; ANO1 block: i; RGS4 pot: i; RGS4 inh: i; KCNK9 inh: -6.7*; KCNK3 inh: i; ANO1 activ: i
